# Growth percent in the NCI-60 one-dose screen (48 h, 10 µM unless noted): 100 = growth as untreated, 0 = no growth, -100 = all killed.
# SW-620 – SW-620 colon cancer | actives 5.2% (n = 82,000) | AID 1794795
# A498 – A498 renal cancer cells. actives 5.4% (n = 76,000)
# HCT-15 – HCT-15 colon cancer; actives 5.2% (n = 82,000); AID 1794746
# HCC-2998 – HCC-2998 colon cancer; actives 4.7% (n = 79,000)
# SNB-75 – SNB-75 CNS cancer | actives 5% (n = 79,000) | AID 1794750
# HCT-116 – HCT-116 colon cancer | AID 1794798 | actives 7.3% (n = 82,000)
# HT29 – HT29 colon cancer; actives 7.4% (n = 81,000); AID 1794748
# KM12 – KM12 colon cancer cells; actives 5% (n = 82,000); AID 1794800
# COLO 205 – COLO 205 colon cancer | AID 1794742 | actives 7.3% (n = 79,000)
# The depositor's hits bear a star; · = not tested or not shown; [ ] = dose if it differs, or a comment. Rule for the calls: active = growth percent below 10; inactive = the rest.
SMILES,SW-620,A498,HCT-15,HCC-2998,SNB-75,HCT-116,HT29,KM12,COLO 205
COC(=O)c1c(C(=O)c2ccccc2)nnn1-c1cccc(C(F)(F)F)c1,90,127,68,101,92,76,87,74,102
COc1ccc(NC(=O)c2ccc(Nc3ncnc4c3cnn4-c3cccc(Br)c3)cc2)cc1,96,27,103,110,89,102,100,101,111
O=P(c1ccccc1)(c1ccccc1)C(O)c1ccc(F)cc1 (configuration not stated),110,104,100,107,74,91,98,105,98
COc1cc2cc(COc3nccc(-c4ccc(Cl)cc4)n3)c(=O)[nH]c2cc1OC,36,77,64,12,92,53,-7.3*,76,44
CN(C)c1nc2c([nH]1)c(=O)n(C)c(=O)n2C,102,90,108,90,102,97,102,109,·
Oc1c(O)c(Br)c(Br)c(Br)c1O,109,·,105,93,95,88,97,105,122
CC(=O)OC1Oc2ccccc2-c2oc(=O)c(-c3cc(=O)oc4cc(O)ccc34)cc21 (configuration not stated),92,55,81,·,76,87,87,89,101
C/C=C(\C)C(=O)N[C@H]1CC[C@]2(C)C3CC[C@@]4(C)C(CC[C@@H]4C(C)N(C)C)C3CCC2[C@H]1OC(C)=O (some centres not stated),-93*,-33*,-78*,-85*,-50*,-83*,-68*,-48*,-91*
Clc1ccc(-c2n[nH]c3c2Cc2ccccc2-3)cc1Cl,111,110,88,92,85,91,106,102,115
COC(=O)C1(C)Cc2cc(OC(C)=O)c(OC(C)=O)cc2N1 (configuration not stated),59,93,36,112,82,35,80,86,54
COc1ccc2[nH]c(=O)c(C(C)=O)c(O)c2c1,102,102,105,·,94,99,101,103,132
COC(=O)c1ccc(NC(=O)c2ccc(Oc3ccc(F)cc3)cc2)cc1O,101,·,103,103,100,93,118,114,113
C/C(=N\Nc1nc(-c2ccc(Cl)cc2)cs1)c1nnn(-c2ccc(Cl)cc2)c1C,104,88,95,100,53,84,84,101,110
O=C(NCCNc1nccc(-c2c(-c3cccc(F)c3)nc3sccn23)n1)c1ccc(Cl)cc1,65,·,40,90,64,33,35,63,30
N/C(=N\C(N)=N\c1nc2ccccc2s1)c1ccnc(Br)c1,13,·,20,70,-13*,20,10,24,21
CCN(CC)C(=O)c1ccc(C)cc1,112,111,101,109,93,112,121,115,123
COc1ccc(/C=C/C(=O)Nc2cccnc2Nc2ccc(F)cc2)cc1OC,99,·,101,101,89,98,100,103,110
O=c1cc(NNC(=S)Nc2ccccc2)c2ccccc2[nH]1,85,79,96,99,78,94,110,89,99
CCOC(=O)c1c(NC(=O)NCc2ccccc2)sc2c1CCCC2,107,·,95,109,72,105,104,101,·
COC1OC(O)C(NC(=O)C(F)(F)F)CC1O (configuration not stated),96,·,98,104,92,102,102,107,106

# 3 compounds out of the list, sorted by heavy-atom count, ascending.
SMILES,SW-620,A498,HCT-15,HCC-2998,SNB-75,HCT-116,HT29,KM12,COLO 205
N/C(=N\C(N)=N\c1nc2ccccc2s1)c1ccnc(Br)c1,13,·,20,70,-13*,20,10,24,21
COC(=O)c1c(C(=O)c2ccccc2)nnn1-c1cccc(C(F)(F)F)c1,90,127,68,101,92,76,87,74,102
CC(=O)OC1Oc2ccccc2-c2oc(=O)c(-c3cc(=O)oc4cc(O)ccc34)cc21 (configuration not stated),92,55,81,·,76,87,87,89,101

# Going on with the list:
SMILES,SW-620,A498,HCT-15,HCC-2998,SNB-75,HCT-116,HT29,KM12,COLO 205
CNC(=O)SC1=NS(=O)(=O)c2ccc(Cl)cc2N1,105[100 µM],105[100 µM],109[100 µM],108[100 µM],92[100 µM],103[100 µM],114[100 µM],100[100 µM],128[100 µM]
O=C(O)/C=C\C(=O)Nc1ccc(-c2ccccc2)cc1,106,83,111,103,81,99,104,101,127
CCC(C)C(NC(=O)C(Cc1cnc[nH]1)N(C(=O)OCc1ccccc1)C(=O)OCc1ccccc1)C(=O)OCc1ccccc1 (configuration not stated),108,109,100,108,97,98,108,102,96
O=[N+]([O-])c1ccccc1-c1nc2ccccc2s1,102,115,81,113,85,100,113,104,116
CC1=NN(c2cccc(Cl)c2)C(=O)/C1=C\c1cn(C(=O)c2c(Cl)cccc2Cl)c2ccccc12,97,102,102,87,82,93,111,101,106
CCOC(=O)N1CCN(CCOc2ccc(CC(C)C)cc2)CC1,109,89,98,102,112,81,84,96,108
NC(CCl)=NCC12CC3CC(CC(C3)C1)C2,4.0*,33,9.5*,-18*,13,-69*,-14*,-32*,-96*
Nc1nc(SCc2ccccc2[N+](=O)[O-])c2ncn(C3OC(CO)C(O)C3O)c2n1 (configuration not stated),96,111,100,106,89,91,104,92,113
Cc1ccc2c(C)coc2c1,106,128,104,106,80,98,103,105,115
COc1ccc2c(C3(c4c[nH]c5cc(OC)ccc45)C(=O)Nc4ccc(Cl)cc43)c[nH]c2c1,92,93,83,89,57,100,70,68,67
C=C(C)[C@@H]1CC[C@]2(C(=O)Nc3ccccn3)CC[C@]3(C)[C@H](CC[C@@H]4[C@@]5(C)CCCNC(C)(C)[C@@H]5CC[C@]43C)[C@@H]12,-32*,19,13,5.1*,33,-43*,4.1*,11,-62*
NC(=O)n1cccn1,95,108,106,109,98,112,103,103,108
O=C(NN(C(=O)c1ccccc1)c1cccs1)c1ccccc1,104,·,101,103,91,94,99,117,106
COc1cc2c(c(OC)c1OC)C(=O)CC(c1cccc(NC(=O)c3cc([N+](=O)[O-])ccc3Cl)c1)O2 (configuration not stated),-6.3*,131,-1.0*,33,13,-66*,23,-55*,37
COC1=C(C)C(=O)c2c(c(CCCl)c3n2CCC3OC(C)=O)C1=O (configuration not stated),3.9*,-88*,2.0*,-48*,-45*,-20*,-16*,-19*,-60*
COc1ccc(-c2ccc3c(cnn3C(=O)c3cc(OC)c(OC)c(OC)c3)c2)cc1,82,74,78,88,75,53,65,77,80
CC(=O)O[C@@H]1CC[C@@]2(C)c3ccc(C(C)C)cc3CC[C@@H]2C1(C)C,102,109,111,108,102,103,117,102,125
COC(=O)c1c2c(c(C)[n+]([O-])c1C)C(=O)C(NCc1ccc(Cl)cc1)=CC2=O,46,88,40,60,131,11,9.3*,49,9.8*
CCCCCCCCCCCCC(C(=O)OCC)C(=O)OCC,96,107,101,102,106,109,107,100,108
CC(=O)NNCc1ccccc1,97,81,95,100,106,104,·,109,125
Nc1n[nH]c2cccc(C#Cc3cccc(NC(=O)c4cc(Cl)cc(Cl)c4)c3)c12,125,111,91,136,84,97,106,90,93
CCCN(CCC)CCCOC(=O)c1ccc(N)cc1,100,87,103,103,90,105,101,110,114
Nc1ccc(-c2nnc3n2N=CC(c2ccccc2O)S3)cc1 (configuration not stated),95,93,102,103,85,91,100,94,101
CCOC(=O)c1cc(C(=O)OCC)n2c1ccc1c3ccccc3ccc12,107,149,107,122,98,93,113,103,110
COc1cc(-c2ccc3c(c2)NC(=O)/C3=C\c2ccc[nH]2)ccc1O,29,64,14,1.4*,47,14,19,1.3*,25
COc1ccc(C(=O)/C=C/Nc2ccc(C(=O)O)cc2)cc1,99,96,100,109,105,107,111,100,106
Cc1cc(CSc2ccccc2C(=O)NCc2ccccc2)on1,98,103,97,101,86,96,109,91,106
CC/C(Cc1ccccc1)=C(/c1ccc(O)cc1)c1ccc(OCCN(CC)CC)cc1,91,·,81,98,87,88,75,100,101
CCCCCCCCc1ccc(S(=O)(=O)Nc2cccc(-c3csc(NC(C)=O)n3)c2)cc1,105,91,93,107,85,92,111,101,107
O=C1CCC(C(=O)NNc2ccc([N+](=O)[O-])cc2)N1 (configuration not stated),100,104,95,106,79,94,103,81,102
CC(C)n1cnc2c(=S)nc[nH]c21,103,127,102,·,117,106,118,102,114
COc1cc2c(cc1OC)C(=O)/C(=C/c1cc(-c3cc(OC)c(OC)c(OC)c3)n[nH]1)C2,95,73,98,101,73,92,111,89,104
COc1ccc(-c2nc3sc(C)nn3c2/C=C2/C(=O)Nc3ccccc32)cc1,97,101,98,100,71,94,100,99,98
CC(=O)OCC1OC(OC(C)=O)C(OC(C)=O)C1OC(C)=O (configuration not stated),107,105,88,116,81,97,105,107,109
CCOC(=O)c1cc2c(nc1OC)-c1cnn(-c3ccc(Cl)cc3)c1CC2,104,67,47,103,78,82,70,95,98
CCCOC(c1ccc2c(c1)OCO2)C(C)Br (configuration not stated),101,103,92,109,81,98,104,113,106
CS(=O)(=O)c1ccc(-c2nc3ccccn3c2-c2nc3ccc([N+](=O)[O-])cc3[nH]2)cc1,93,87,97,105,83,97,109,94,103
CC1=C(C)C(=O)C(Nc2cccc(C(=O)OC(C)(C)C)c2)=C(Br)C1=O,91,87,73,100,60,62,118,100,114
O=C(O)CCCSc1nc(-c2ccc(Cl)cc2)cc(-c2ccc(Cl)cc2)n1,103,107,89,115,100,101,110,100,110
CC(=O)NCc1ccc(S(N)(=O)=O)cc1,101,71,108,103,88,84,95,97,112

# Profiles from above.
# Listed for CCCOC(c1ccc2c(c1)OCO2)C(C)Br (configuration not stated) : SW-620: 101; A498: 103; HCT-15: 92; HCC-2998: 109; SNB-75: 81; HCT-116: 98; HT29: 104; KM12: 113; COLO 205: 106
# Listed for CC(=O)NCc1ccc(S(N)(=O)=O)cc1 : SW-620: 101; A498: 71; HCT-15: 108; HCC-2998: 103; SNB-75: 88; HCT-116: 84; HT29: 95; KM12: 97; COLO 205: 112
# Listed for COc1ccc(-c2nc3sc(C)nn3c2/C=C2/C(=O)Nc3ccccc32)cc1 : SW-620: 97; A498: 101; HCT-15: 98; HCC-2998: 100; SNB-75: 71; HCT-116: 94; HT29: 100; KM12: 99; COLO 205: 98

# Further records
SMILES,SW-620,A498,HCT-15,HCC-2998,SNB-75,HCT-116,HT29,KM12,COLO 205
N#Cc1c2ccccc2c2n1-c1ccccc1OC(c1ccccc1)C2=O (configuration not stated),57,31,14,·,24,11,23,16,64
Cc1cccc([N+](=O)[O-])c1Cl,100,94,100,86,95,108,112,104,109
O=C1/C(=C/c2ccccn2)Nc2cc3c(cc21)OCO3,99,56,105,110,82,100,105,103,148
COc1cc(/C=N/NC(=S)NNC(=S)NC2CCCCC2)cc(OC)c1OC,104,97,92,112,92,104,108,95,102
CC(=O)Nc1cc(C)cc(C)c1,108,97,98,·,85,96,97,107,101
CN1C(=O)N(C)C2Nn3c(s/c(=C\c4ccc(F)cc4)c3=O)=NC21 (configuration not stated),102,109,106,116,98,93,102,101,119
CCOc1ccccc1/C=C/C(=O)CCC(=O)O,108,146,104,114,97,106,105,102,97
COc1ccc(C(=O)Nc2cccc(Cl)c2)cc1,98,79,97,100,89,101,85,97,96
CC(CCC(=O)O)(c1ccc(OC(=O)Nc2ccccc2Cl)cc1)c1ccc(OC(=O)Nc2ccccc2Cl)cc1,107,92,102,105,101,100,106,101,109
O=[N+]([O-])c1cc(Cl)ccc1-n1cc(COc2ncnc3c2cnn3-c2ccccc2)nn1,99,68,98,108,95,89,102,100,107
CCO[Si](CC)(OCC)OCC,100,103,100,105,98,101,118,101,107
CCCCCCSc1ncnc2nc[nH]c12,101,95,91,94,91,85,103,86,95
